VHR inh abs: inhibitors of human VHR1 phosphatase (DUSP3); recombinant VHR phosphatase, pNPP absorbance; inhibition, % at 13.3 µM; hit rate 0.52% among 290,000; in the data active = inhibition above about 50%; note: some compounds called inactive have numbers as strong as hits
Target sequence (P51452 whole entry, looked up): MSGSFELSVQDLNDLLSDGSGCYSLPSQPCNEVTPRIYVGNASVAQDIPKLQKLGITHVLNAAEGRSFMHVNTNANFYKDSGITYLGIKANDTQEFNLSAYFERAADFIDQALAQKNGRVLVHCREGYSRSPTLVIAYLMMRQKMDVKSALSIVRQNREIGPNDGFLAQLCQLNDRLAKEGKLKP
Vc quorum ag: inducers of Vibrio cholerae quorum light production without autoinducers | activation, % at 18.7 µM | hit rate 0.16% among 350,000 | AID 588436 | V. cholerae BH1578 lux reporter, luminescence, 6 h; in the data active = activation mostly above about 9.7%, no sharp cut-off; note: not every result past the cut was called active; inactives centre near 0; reference of the scale not given here
BioA inh: BioA (M. tuberculosis) enzyme inhibition; inhibition, % at 9.99 µM; purified M. tuberculosis BioA enzyme, plate reader; AID 602481; hit rate 0.096% among 360,000; in the data active = inhibition above about 40%
3CLpro inhibitor: SARS-CoV 3CLpro protease inhibition. P0C6X7. recombinant SARS-CoV 3CLpro, quenched FRET peptide cleavage. inhibition, % at 6 µM. hit rate 0.14% among 290,000. AID 1706; in the data active = inhibition above about 12%
PriA SSB inh: K. pneumoniae PriA-SSBct interaction inhibition | AID 1272365 | hit rate 0.6% among 430,000 | AlphaScreen SSBct-PriA binding, biotinylated peptide | inhibition, % at 33 µM; in the data active = inhibition mostly above about 37%, no sharp cut-off; inactive = mostly below about 20%;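 note: plate controls were negative control peptide for no effect and reference peptide for full effect; strong numbers were not always called active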
MazF activator: MazEF (E. coli) toxin RNase activation. FAM/BHQ RNA-DNA oligo cleavage fluorescence, 5 h. activation, % at 20 µM. hit rate 0.32% among 350,000. AID 504720; in the data active = activation above about 50%
Target sequence (P0AE70 whole entry, looked up): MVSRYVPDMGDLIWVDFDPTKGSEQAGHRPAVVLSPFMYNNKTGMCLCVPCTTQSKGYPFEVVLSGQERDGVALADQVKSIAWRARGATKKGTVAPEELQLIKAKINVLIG
UGM FP inh: inhibitors of M. tuberculosis UDP-galactopyranose mutase | P9WIQ1 | purified UGM, fluorescence polarization probe displacement | inhibition, % at 10 µM | hit rate 0.06% among 320,000; in the data active = inhibition above about 10%, passing the limit was not always enough
Target sequence (P9WIQ1 whole entry, looked up): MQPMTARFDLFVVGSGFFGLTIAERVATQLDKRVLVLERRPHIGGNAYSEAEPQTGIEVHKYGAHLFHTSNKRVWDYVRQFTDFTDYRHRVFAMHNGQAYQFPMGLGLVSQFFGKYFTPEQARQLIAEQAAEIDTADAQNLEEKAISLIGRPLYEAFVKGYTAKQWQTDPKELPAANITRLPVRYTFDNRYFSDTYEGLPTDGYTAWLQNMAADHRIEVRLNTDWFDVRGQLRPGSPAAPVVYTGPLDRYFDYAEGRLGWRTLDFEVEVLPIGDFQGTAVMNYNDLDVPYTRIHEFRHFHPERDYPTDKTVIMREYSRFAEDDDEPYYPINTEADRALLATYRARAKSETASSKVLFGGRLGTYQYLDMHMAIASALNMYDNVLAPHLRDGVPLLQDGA
Rv3671c inh: inhibitors of M. tuberculosis serine protease Rv3671c; hit rate 0.048% among 320,000; inhibition, % at 5.96 µM; AID 2606; in the data active = inhibition above about 38%;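 note: extracellular domain of Rv3671c used as enzyme; 0% = enzyme with DMSO and 100% = no enzyme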
GDH-TPI inh: GDH-TPI coupled enzyme inhibition counter-screen | GDH-TPI coupled enzyme counterscreen, NADH absorbance | inhibition, % at 4.8 µM | hit rate 1.2% among 360,000 | AID 588335; in the data active = inhibition above about 30%;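 note: 0% = DMSO wells and 100% = wells lacking the enzyme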
FBA Mtb inh: inhibitors of M. tuberculosis fructose-bisphosphate aldolase; hit rate 2.3% among 360,000; inhibition, % at 1 µM; purified M. tuberculosis FBA, fluorescence read-out; P9WQA3; in the data active = inhibition above about 27%;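 note: 0% = vehicle and 100% = reference inhibitor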
Target sequence (P9WQA3 whole entry, looked up): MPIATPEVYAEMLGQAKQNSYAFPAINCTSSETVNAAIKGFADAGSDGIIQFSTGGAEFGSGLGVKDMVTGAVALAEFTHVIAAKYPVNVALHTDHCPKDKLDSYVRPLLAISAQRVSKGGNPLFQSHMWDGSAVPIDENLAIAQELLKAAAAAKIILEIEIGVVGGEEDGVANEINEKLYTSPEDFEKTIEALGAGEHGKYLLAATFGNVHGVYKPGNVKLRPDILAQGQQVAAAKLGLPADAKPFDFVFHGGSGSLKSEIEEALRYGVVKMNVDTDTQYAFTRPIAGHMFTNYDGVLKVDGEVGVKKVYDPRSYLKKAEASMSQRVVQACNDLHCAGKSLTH
Numbers without * were called inactive; i = inactive; . = no result given; & = joins results of further samples.

no.	SMILES	VHR inh abs	Vc quorum ag	BioA inh	3CLpro inhibitor	PriA SSB inh	MazF activator	UGM FP inh	Rv3671c inh	GDH-TPI inh	FBA Mtb inh
1	COc1ccc(OC)c(C(=O)COC(=O)c2ccccc2O)c1	14	5.3	.	0	-42	-7	2.0	7	0	8
2	Cc1nc(NN)nc(NCc2ccccc2)n1	-7	-0.5	-2.2	-3	-1	7	-1.6	2	3	0
3	O=C(COC(=O)c1cc(S(=O)(=O)N2CCCCC2)ccc1N1CCOCC1)c1ccc(Cl)cc1	.	i	-1.8	.	-6	-4	3.7	-11	0	-2
4	O=C(CSc1nc2ccccc2o1)NC(=O)NCc1ccco1	13	-3.0	-1.3	0	-3	4	1.4	-6	-1	-2
5	CC[n+]1c(/C=C/c2ccc(OC)c(OC)c2)ccc2ccccc21	-23	0.0	13	5	-17	-31	-3.2	5	1	-6
6	CCSCCCn1[nH]c2ccccc2c1=O	.	-0.5	.	.	.	9	.	.	10	7
7	CC(=O)Oc1ccc(C(=O)O)c(OC(C)=O)c1	16	-0.5	-1.9	-2	-2	5	0.7	1	-9	11
8	Cn1nc(C(C)(C)C)cc1C(=O)N1CCCCC1c1cc(C(=O)NCc2cccnc2)no1 (centres undefined)	.	i	0.0	.	.	.	.	.	4	-2
9	CNC(=O)OC(C)CNS(=O)(=O)c1ccc(C)cc1 (centres undefined)	-2	i	-3.8	-2	-2	0	-3.6	-4	-4	-1
10	CC(=O)Nc1ccc2c(c1)C(=O)c1ccccc1C2=O	8	-0.4	-1.7	-1	-9	-9	0.3	-8	8	-3
11	COCCNC(=O)/C(C#N)=C/c1cccc(NC(=O)c2ccccc2Cl)c1	-3	-0.2	-1.3	4	-17	1	4.4	1	2	-1
12	COc1ccc(/C=C/C(=O)NCC(c2ccc(F)cc2)N2CCOCC2)cc1OC (centres undefined)	-19	-0.5	.	-2	-15	-2	0.2	-1	35*	10
13	O=C(CCOc1ccccc1)Nc1ccnn1C1CCN(Cc2ccc(CO)o2)CC1	1	1.1	0.7	-5	-20	0	1.8	2	2	-2
14	c1ccc(-n2cc(CN3CCCC3)c(-c3ccc4c(c3)OCO4)n2)cc1	15	i	1.4	3	1	12	-7.5	-6	-4	25
15	O=C(CCC(=O)Nc1ccccc1Cl)NNC(=O)c1ccccc1[N+](=O)[O-]	45	i	.	3	0	10	2.6	2	-2	1
16	CCC(C)NC(=O)NCc1ccccc1F (centres undefined)	56*	-0.3	-0.2	0	-20	3	-0.7	10	-1	1
17	c1ccc(CSc2nnnn2-c2cccc3ccccc23)nc1	-2	i	8.8	6	-8	2	-1.7	-7	-3	1
18	O=c1[nH]c(=O)n2ncnc2[nH]1	.	-2.6	-0.5	.	.	1	.	.	11	2
19	C=CCN(CC=C)C(=O)CN1C(=O)c2ccccc2C1=O	31	i	-1.1	-3	-5	-1	-1.7	0	5	-6
20	COc1ccc(S(=O)(=O)N2CCN(C(=O)C3CCCCC3)CC2)cc1	-8	i	-0.6	0	-14	-2	-1.5	1	2	-1
21	CC1=NOC2(C)Nc3ncnn3C(c3ccccc3)C12 (centres undefined)	6	2.5	.	7	-4	7	-3.3	7	-2	2
22	CN(C)S(=O)(=O)c1cc(NC(=O)CN2CCN(c3ccc(O)cc3)CC2)ccc1Cl	21	i	.	0	-10	3	-0.2	1	-3	0
23	O=C(O)CCc1ccc(-c2cccs2)o1	22	-0.4	-0.2	1	-1	13	2.2	-5	17	3
24	OCC1(CCOc2ccccc2)CCN(Cc2ccc(OC(F)F)cc2)CC1	16	-1.0	1.4	-3	-7	3	1.3	3	6	0
25	CCCCn1nnnc1NCc1ccc(OC)c(OC)c1	-2	0.9	1.4	-7	-3	3	-2.6	-1	10	1
26	COc1ccccc1NC(=O)C(C)Sc1nc(-c2ccccc2)cn1N (centres undefined)	.	-0.3	-1.3	.	17	-4	-1.9	0	8	5
27	COc1cccc(N2C(=O)C(c3ccccc3)=C(c3nc4ccccc4s3)C2NC(C)=O)c1 (centres undefined)	20	-3.6	-3.9	1	2	-9	-0.4	-1	24	-2
28	Cc1ccccc1OCc1csc(N)n1	2	-0.5	.	-2	-12	8	-4.2	-1	3	-1
29	COc1ccc(/C=C(\NC(=O)c2ccc(Cl)cc2)C(=O)NCc2cccnc2)cc1OC	.	-0.3	1.0	.	.	6	.	.	22	-2
30	COc1ccc([N+](=O)[O-])cc1NC(=O)CSCc1ccccc1	5	-1.7	3.9	1	20	-3	2.8	-4	9	-1
31	CCCNC(=S)N1CCC(NC(=O)C23CC4CC(CC(C4)C2)C3)CC1	13	-2.9	.	-1	-21	5	-1.4	5	2	-4
32	O=C(N/N=C/c1ccccc1O)C(=O)Nc1ccccn1	-1	-0.3	.	-5	.	2	-1.2	-1	8	0
33	Cn1cc(/C=C(\C(=O)O)C(C(=O)O)=C2CCCCC2)c2ccccc21	1	-0.7	.	2	-12	5	3.8	7	5	3
34	CSc1ccc(CNCCN2CCOCC2)cc1	17	-0.3	-0.6	1	-5	2	-0.7	0	2	3
35	COCCNc1ccc(-c2nn(C)c(=O)c3ccccc23)cc1[N+](=O)[O-]	15	i	-1.3	4	5	21	1.0	1	-3	1
36	Cc1ccc(C2=NN(C(=O)CSc3nnnn3C)C(c3ccco3)C2)cc1 (centres undefined)	.	-2.5	-1.4	.	-8	-1	-1.4	-10	-3	1
37	Cc1ccc(C(=O)COC(=O)CCc2ccc(S(=O)(=O)N3CCCCC3)cc2)cc1	34	-0.4	-3.0	-3	-1	-4	0.9	-7	3	5
38	CCOC(=O)C1(Cc2ccccc2C(F)(F)F)CCN(C2CCCC2)CC1	15	i	0.7	9	-3	6	0.3	-2	0	12
39	CC(C)NC(=O)c1cccc(NC(=O)CC2SC(N3CCCCC3)=NC2=O)c1 (centres undefined)	.	i	.	.	-1	7	.	.	-5	0
40	COc1cccc(CN2CC(C(=O)NCCN3CCOC3=O)CCC2=O)c1 (centres undefined)	7	-1.0	13	4	1	-2	2.8	5	6	0
41	Cc1cccc(C)c1NC(=O)CSc1nnc(NC(=O)CN2CCOCC2)s1	20	i	-0.7	3	-15	-3	2.9	-3	7	2
42	CC(=N/O)/C(C)=N\NC(=O)c1ccccn1	-13	-0.9	-1.4	-2	.	4	0.4	27	-3	0
43	O=C(Nc1ccc(Cl)cn1)Nc1cccs1	17	i	.	6	-1	-12	-0.1	-4	9	-1
44	O=C(CSc1nc(-c2ccc(F)cc2)cc(C(F)(F)F)n1)NCCN1CCOCC1	22	.	0.4	0	7	1	2.3	5	-2	1
45	CCOC(=O)C1(C)CCCCN1C(=O)c1ccc(F)c(C)c1 (centres undefined)	.	i	-0.7	.	.	.	.	.	-1	0
46	COc1ccc(CCNC(=O)C(NS(=O)(=O)c2cccc3nsnc23)C(C)C)cc1OC (centres undefined)	-15	-0.5	-3.5	-5	-13	7	1.9	1	6	2
47	CCc1nnc(N/N=C/c2ccc(O)c(OC)c2)n1N	0	-0.6	-0.5	-2	.	-2	1.8	-30	18	-1
48	CC[C@@H]1C=C(C(=O)O)[C@H](c2cccc(C)c2)N1S(=O)(=O)c1ccc(C)cc1	.	0.0	0.4	.	1	2	.	9	8	5
49	COC(=O)C1=C(c2ccc(F)cc2OCc2ccccc2)C[C@@H]2CC[C@H]1N2C(=O)N1CCC(O)CC1	.	i	-0.2	.	0	4	-6.2	-2	-13	-1
50	O=C(c1ccc(Cl)cc1)C1CCCN(Cc2ccc3c(c2)OCCO3)C1 (centres undefined)	14	-0.2	0.5	-2	-13	2	-2.9	4	-8	0
51	CC(C)c1nn(-c2cc(C(F)(F)F)ccn2)c(=O)o1	13	i	-1.3	-1	-8	1	-1.6	8	9	-3
52	COC(=O)c1nn(-c2ccccc2)c(Sc2ccc(Br)cc2)c1/C=N/O	17	.	0.9	-1	.	4	1.1	-21	6	-2
53	CC1(C)CCC(=O)N2CC[C@H]3C[C@H](OC(=O)Nc4ccccc4)C[C@@H]1[C@H]32	36	-10	-1.2	1	-11	-3	-0.5	-14	-6	3
54	O=C1COc2ccc(C(=O)c3ccccc3C(=O)NCc3ccccc3)cc2N1	-10	i	1.9	5	19	-3	-1.2	-4	3	0
55	COc1ccc(C(C(=O)NC2CCCCC2)N(Cc2ccco2)C(=O)CNC(=O)c2ccco2)cc1 (centres undefined)	.	8.3	-1.2	3	-24	-4	-0.8	4	-5	1
56	CN1c2ccccc2C(C)(C)C12CCCC(=O)N2 (centres undefined)	3	i	-2.9	-3	-2	-18	1.2	3	9	4
57	Cc1ccccc1-c1n[nH]c(=S)n1/N=C/c1ccc(-c2ccccc2Br)o1	-1	.	.	1	.	2	.	.	13	5
58	O=C(CSc1nc(C(F)(F)F)cc(=O)[nH]1)Nc1nccs1	.	i	-0.9	.	-1&-8	2	7.5	-2	-4	2
59	O=C(CCCc1nc(-c2ccccc2)no1)N1CCOCC1	0	-0.7	.	-6	-26	5	0.3	7	-13	1
60	CCCOc1ccc2c(C)c(CC(=O)OC)c(=O)oc2c1	17	i	0.9	9	-8	-2	-1.8	8	24	121*

Quoted from above, nos. 1–2
no.	SMILES	VHR inh abs	Vc quorum ag	BioA inh	3CLpro inhibitor	PriA SSB inh	MazF activator	UGM FP inh	Rv3671c inh	GDH-TPI inh	FBA Mtb inh
1	COc1ccc(OC)c(C(=O)COC(=O)c2ccccc2O)c1	14	5.3	.	0	-42	-7	2.0	7	0	8
2	Cc1nc(NN)nc(NCc2ccccc2)n1	-7	-0.5	-2.2	-3	-1	7	-1.6	2	3	0

The results go on.
no.	SMILES	VHR inh abs	Vc quorum ag	BioA inh	3CLpro inhibitor	PriA SSB inh	MazF activator	UGM FP inh	Rv3671c inh	GDH-TPI inh	FBA Mtb inh
61	CCN1N=C(c2cc(Cl)sc2Cl)CSC1=O	29	i	-1.3	1	-23	-7	-0.7	-2	1	-2
62	O=C(N/N=C/c1ccccc1OC(=O)c1ccc2c(c1)OCO2)c1cccc(F)c1	1	-0.6	.	-2	.	-2	1.1	-3	9	3
63	CCOc1ccc(/C=C2\NC(=S)NC2=O)cc1	28	0.1	.	2	7	1	-0.2	-13	23	2
64	CCOc1ccc(C(=O)NC(C(=O)NCc2ccccc2OC)C(C)C)cc1 (centres undefined)	11	-0.2	.	1	-9	-10	0.2	-1	0	0
65	C[C@H](CO)N1C[C@H](C)[C@@H](CN(C)S(C)(=O)=O)OCc2cnnn2CCCC1=O	.	-0.5	-0.7&1.5&-1.3	.	.	-3	.	.	2	-2
66	CCC[N+](C)(C)C(C)C(OC(C)=O)c1ccccc1 (centres undefined)	35	-1.9	-0.4	-2	-5	-4	-0.5	-6	2	-2
67	N=C1/C(=C/c2cccn2Cc2ccc(Cl)cc2)C(=O)N=C2SC=CN12	-30	i	.	-2	-3	5	-0.2	-5	14	0
68	COc1ccc(S(=O)(=O)Nc2cccc3c2O[C@H](CN(C)Cc2ccncc2)[C@@H](C)CN([C@H](C)CO)C3=O)cc1	.	-9.5	1.6&-1.3	.	-5	2	-3.1	6	1	-2
69	COc1cc2c(cc1OC)C(c1ccc([N+](=O)[O-])cc1)NCC2 (centres undefined)	-23	i	-0.1	-2	0	-1	0.7	-4	14	-1
70	O=C(C[C@H]1C[C@H](C(=O)N2CCOCC2)[C@@]2(CCC3CCCC3)c3[nH]c4cc(-c5ccco5)ccc4c3CCN2C1=O)NCCc1ccccn1	.	-1.1	0.8	.	4	3	.	.	15	20
71	C=CCNC(=O)c1ccc(C2SCC(=O)N2Cc2ccccc2)cc1 (centres undefined)	-1	-2.1	-1.1	6	-1	1	-4.3	-6	-1	5
72	O=C(CSc1cccc(C(F)(F)F)c1)Nc1ccc(N2CCOCC2)cc1	.	i	-5.0	.	0	-1	-1.6	0	9	4
73	COc1ccccc1N(CC(=O)NCCSCc1ccc(C)cc1)S(=O)(=O)c1ccccc1	-2	i	-1.2	9	-8	7	3.0	-5	1	2
74	c1ccc(Cn2nnc3c(N4CCC5(CC4)OCCO5)ncnc32)cc1	18	i	0.6	-2	-12	-4	-5.8	7	8	6

A portion of the library; count on the stated rates, not on these rows.
